Assay outcomes (PubChem)
D1 agonist: agonists of human D1 dopamine receptor | P21728 | HEK293 T-REx D1 cells, calcium flux, agonist mode | activation, % at 2 µM | actives 1% (n = 360,000); in the data active = activation above about 30%; note: 0% is about no effect
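Tetracycline-induced HEK293 TREx D1 cells, force-coupled to calcium signalling, were dye-loaded with a no-wash calcium kit. Compound was pin-added after a 10 s baseline. Fluorescence was read kinetically at 1 cycle/s for 180 s, with calcium rises flagged as agonism.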
D1 antag: blocks dopamine activation of the human D1 receptor; HEK293 TREx D1 cells, calcium flux, dopamine EC80; stronger effect = lower value; activity change, negative = inhibition, % at 10 µM; actives 3.2% (n = 360,000); AID 504652; in the data active = activity change below about -30%; note: % is set by controls: 0 for no effect and ±100 for the full control effect
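Using tetracycline-induced force-coupled D1 Hek293 cells and a calcium dye, signals were followed for 180 s after compound, then for 180 s after EC80 dopamine, to detect inhibitors.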
LDHA inh: inhibitors of human lactate dehydrogenase A; P00338; purified LDHA, NADH/diaphorase-resazurin fluorescence; stronger effect = lower value; activity change, % (values are at about 110 or 230 µM); actives 0.15% (n = 480,000); AID 1347041; in the data active = activity change below about -30%; inconclusive = mostly about -25% to -30%;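 note: plate controls were DMSO wells for no effect and wells without enzyme for full effect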
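Remaining NADH was detected by diaphorase (0.133 mg/mL) converting 37 µM resazurin to fluorescent resorufin, read at 0 and 20 minutes. The preceding 5-minute room-temperature reaction used 2 nM LDHA, 0.2 mM sodium pyruvate and 0.06 mM NADH at pH 7.4.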
D2 potentiator: D2 dopamine receptor (human) potentiation; P14416; HEK293 T-REx D2, calcium flux, EC20 dopamine potentiation; potentiation, % at 10 µM; actives 0.34% (n = 340,000);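 active = potentiation over 3 SD above the plate norm, cut at about 30% in these data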; note: 0% is about no effect
Target sequence (P14416 whole entry, looked up): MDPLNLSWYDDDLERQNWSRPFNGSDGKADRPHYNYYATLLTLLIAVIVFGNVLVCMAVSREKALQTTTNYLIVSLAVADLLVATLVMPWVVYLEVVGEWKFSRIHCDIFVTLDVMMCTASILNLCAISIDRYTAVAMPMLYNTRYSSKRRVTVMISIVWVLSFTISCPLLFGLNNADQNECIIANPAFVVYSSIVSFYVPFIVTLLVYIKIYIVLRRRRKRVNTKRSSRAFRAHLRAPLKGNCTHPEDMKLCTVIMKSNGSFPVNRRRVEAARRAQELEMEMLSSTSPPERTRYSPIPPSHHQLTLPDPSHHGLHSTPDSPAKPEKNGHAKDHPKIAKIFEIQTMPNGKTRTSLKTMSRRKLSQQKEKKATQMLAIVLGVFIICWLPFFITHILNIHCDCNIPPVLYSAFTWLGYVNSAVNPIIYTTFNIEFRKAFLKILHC
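Tetracycline-induced Hek293 Trex D2 cells, force-coupled to calcium, loaded with no-wash calcium dye. Compound added with 180 s kinetic read for agonism, then EC20 dopamine and a further 180 s read for potentiation.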
RXFP1 ag: agonists of human relaxin receptor RXFP1 | HEK293T-RXFP1 cAMP TR-FRET, 30 min; response scale: percent of porcine relaxin response, buffer zero | Potency, µM (top dose mostly 57.5 µM), inactives show top-dose activation, actives largely listed as activators | actives 0.3% (n = 370,000) | AID 2676; note: potency is the fitted concentration of half-maximal effect; % is set by controls: 0 for no effect and ±100 for the full control effect; nearly all actives have a fitted effect of over 60% in size; many of its hits are not listed in these tables
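HEK293T cells stably expressing RXFP1 were pretreated with the PDE4 inhibitor Ro 20174, exposed to compounds for 30 min at 37C, lysed, and cAMP was read by TR-FRET. Data normalized to buffer (basal) and 29 nM porcine relaxin (100%).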
Vif-A3F inh: Vif-A3F binding inhibition; HeLa A3F-eYFP + Vif (tagged APOBEC3F with the HIV-1 protein that degrades it), YFP fluorescence increase; AID 602313; Potency, µM (highest dose often 46.1 µM), for the others: at the highest dose activity, negative = active; actives 0.2% (n = 390,000); note: potency is the fitted concentration of half-maximal effect; % of control where 0% means no effect; nearly all actives have a fitted effect of over 65% in size
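Fluorescence increase (Ex 488/Em 500-530) after overnight compound treatment at 37 deg C flags inhibition of Vif-driven A3F-eYFP loss in stable HeLa A3F-eYFP/Vif cells seeded overnight beforehand.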
D1 PAM: potentiators of human D1 dopamine receptor. P21728. HEK293 TREx D1 cells, calcium flux, dopamine EC20 potentiation. potentiation, % at 10 µM. actives 0.036% (n = 360,000). AID 504651; in the data active = potentiation above about 30%; note: 0% is about no effect
Glioma ERSR ind: inducers of ER stress response in human glioma cells; U87-MG GRP78 promoter luciferase reporter, 16 h; Potency, µM, inactives show at the highest dose activation, most hits filed as activators; actives 0.02% (n = 420,000); note: potency is the fitted concentration of half-maximal effect; series mostly up to about 76 µM; % of control where 0% means no effect; nearly all actives have a fitted effect of over 35% in size
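ERSR induction read as luciferase luminescence (Bright-Glo, 10 min at room temperature) in stably transfected human U87-MG glioma cells exposed to compounds for 16 h, using GRP78 as sensor.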
Vif-A3G inh: inhibitors of Vif-APOBEC3G interaction. Q9HC16. HeLa A3G-eYFP + Vif (tagged APOBEC3G with the HIV-1 protein that degrades it), YFP fluorescence, overnight. Potency, µM (titrated, usually from 46.1 µM), for inactives: at the top dose activity, negative = active, actives largely listed as inhibitors. actives 0.076% (n = 410,000). AID 602310;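 note: potency is the fitted concentration of half-maximal effect; % is set by controls: 0 for no effect and ±100 for the full control effect; nearly all actives have a fitted effect of over 60% in size; hits raise eYFP signal because A3G escapes Vif-driven loss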
Target sequence (Q9HC16 whole entry, looked up): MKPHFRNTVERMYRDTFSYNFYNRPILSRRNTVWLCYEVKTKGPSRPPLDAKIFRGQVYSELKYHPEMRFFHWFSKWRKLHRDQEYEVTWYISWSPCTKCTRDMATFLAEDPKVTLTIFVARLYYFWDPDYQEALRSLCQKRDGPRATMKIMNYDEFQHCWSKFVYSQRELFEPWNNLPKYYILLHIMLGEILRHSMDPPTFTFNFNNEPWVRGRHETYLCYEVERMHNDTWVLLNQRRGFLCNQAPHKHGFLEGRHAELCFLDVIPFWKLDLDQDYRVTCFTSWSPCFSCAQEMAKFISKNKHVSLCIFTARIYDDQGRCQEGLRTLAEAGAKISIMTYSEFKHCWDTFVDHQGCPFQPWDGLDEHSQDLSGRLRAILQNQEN
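HeLa cells stably expressing Vif and C-terminally eYFP-tagged A3G, seeded overnight at 37 deg C, then exposed to compound by pintool overnight at 37 deg C. Rise in yellow fluorescence (Ex 488/Em 500-530, Acumen) marks blocked Vif-driven A3G degradation.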
The depositor's hits bear a star; ? = inconclusive; . = not tested or not shown. Unless noted, calls come from the whole dose curve; as a rule, active = well fitted curve in the direction sought with a large enough effect; inconclusive = small, poorly fitted or top-dose-only effect, or another doubt; inactive = no such curve, though single readings can be large; an effect the other way counts as inactive or inconclusive.

Short forms – A = D1 agonist; B = D1 antag; C = LDHA inh; D = D2 potentiator; E = RXFP1 ag; F = Vif-A3F inh; G = D1 PAM; H = Glioma ERSR ind; I = Vif-A3G inh
CCOC(=O)C1(Cc2ccccc2)CCCN(Cc2ccccn2)C1 (centres undefined)
  A: -1	B: -3	C: 1	D: 0	E: -0.2%	F: -12%	G: -3	H: -4%	I: 0%
Cc1cccc(N2CCN(C(=O)CCS(=O)(=O)c3ccc4c(c3)CC(=O)N4C)CC2C)c1 (centres undefined)
  A: 1	B: -1	C: 2	D: -4	E: -1.9%	F: 2%	G: -5	H: -2%	I: 3%
COC(=O)c1ccc([N+](=O)[O-])c(CS(=O)(=O)c2ccc(Cl)cc2)c1
  A: 0	B: -5	C: 0	D: -2	E: -0.7%	F: 2%	G: 0	H: -5%	I: -8%
COc1ccc2nc(SCC(=O)Nc3ccc(S(=O)(=O)Nc4nccc(C)n4)cc3)[nH]c2c1
  A: 2	B: 14	C: -1	D: 3	E: -7.1%	F: -4%	G: 3	H: -1%	I: -1%
COc1ccc(-c2nc3ccccc3s2)cc1NC(=O)c1ccc(C#N)cc1F
  A: -1	B: -3	C: -11	D: 20	E: 4.9%	F: 4%	G: 3	H: ?	I: -1%
CC(NS(=O)(=O)c1ccc2c(c1)CC(C)N2C(=O)C1CC1)c1ccccc1 (centres undefined)
  A: 1	B: 0	C: -2	D: -5	E: -1.9%	F: 7%	G: -2	H: -7%	I: -1%
O=C(c1ccc(F)cc1)C(C(=O)N1CCCCC1)n1ccccc1=O (centres undefined)
  A: 1	B: 6	C: -6	D: .	E: 1.8%	F: 12%	G: -3	H: -4%	I: -1%
COc1cc(CNCCSc2nnnn2C)ccc1OCc1ccc(Cl)cc1Cl
  A: 48*	B: 1	C: 2	D: -11	E: 1.8%	F: 0%	G: -4	H: 1%	I: ?
COc1cc(OC)cc(C(=O)N2CCN(C(=O)COc3ccccc3)CC2)c1
  A: -1	B: 3	C: -4	D: 2	E: 3.6%	F: -8%	G: 1	H: -3%	I: -1%
CC(C(=O)OCC(=O)NC1CCCC1)N1C(=O)c2ccccc2C1=O (centres undefined)
  A: .	B: .	C: -5	D: .	E: .	F: 4%	G: .	H: -5%	I: 1%
CCC(C(=O)N1CCC(N2CCCCC2)CC1)n1nc(C)c2sc3ccccc3c2c1=O (centres undefined)
  A: 0	B: 12	C: -9	D: 5	E: 1.7%	F: 1%	G: 7	H: -5%	I: 5%
Nc1c(S(=O)(=O)c2ccccc2)nnn1-c1ccccc1
  A: 0	B: 7	C: -5	D: -1	E: -0.1%	F: -5%	G: 1	H: 0%	I: 0%
C/C(Cn1nc([N+](=O)[O-])cc1C)=N\NC(=O)c1ccc(C(C)(C)C)cc1
  A: 2	B: 6	C: 0	D: -7	E: 0.1%	F: -2%	G: 0	H: -4%	I: -1%
Cc1n[nH]c(C)c1CN(C)C(=O)C1CCC(=O)N(CCc2cccc(F)c2)C1 (centres undefined)
  A: 4	B: -33*	C: -5	D: -1	E: -0.1%	F: 1%	G: 1	H: -2%	I: 2%
O=C(Cn1cc2c(n1)CCCC2)N1CCOCC1
  A: 3	B: -3	C: 5	D: -7	E: 0.3%	F: 2%	G: 0	H: -5%	I: -1%
C[C@H](CO)N1C[C@H](C)[C@@H](CN(C)C(=O)Nc2ccc(C(F)(F)F)cc2)Oc2ccc(NC(=O)Cc3ccccc3)cc2C1=O
  A: .	B: .	C: -2	D: .	E: .	F: 5%	G: .	H: -5%	I: 3%
O=C(Nc1cc(Cl)ccc1O)c1cc2nc(-c3ccc4c(c3)OCO4)cc(C(F)(F)F)n2n1
  A: -1	B: -2	C: -9	D: -1	E: -2.3%	F: -1%	G: -2	H: -7%	I: 0%
COc1cc(NC(=O)Cn2c(-c3cncs3)nc3ccccc32)cc(OC)c1OC
  A: 8	B: -3	C: -3	D: -2	E: 0.1%	F: 1%	G: 0	H: -2%	I: -7%
C=CCn1cnnc1SCC(=O)Nc1cccnc1Cl
  A: 11	B: 10	C: .	D: -2	E: 1.1%	F: .	G: 5	H: .	I: .
Cc1ccc2nc(NC(=O)CN3C(=O)NC4(CCCC4)C3=O)sc2c1
  A: 3	B: -11	C: -4	D: -8	E: 0.3%	F: 5%	G: -2	H: 1%	I: -6%
Nc1cc(C(F)(F)F)cc([N+](=O)[O-])c1N
  A: -1	B: -15	C: 0	D: .	E: 0.4%	F: -12%	G: 5	H: -2%	I: -6%
COc1cccc(NC(=O)c2ccncc2)c1
  A: 3	B: -5	C: -2	D: -6	E: 1.3%	F: 2%	G: 2	H: 5%	I: 0%
CCOC(=O)C1=C(COC(=O)[C@H](C)NS(=O)(=O)c2ccc(NC(C)=O)cc2)NC(=O)NC1C (some centres undefined)
  A: 1	B: -5	C: -1	D: -10	E: -1.7%	F: 2%	G: -8	H: -4%	I: 1%
CCOc1ccc(OCCNC(=O)c2cc(C3CC3)nc3c2cnn3C(C)C)cc1
  A: 10	B: -24	C: 2	D: 7	E: -1.2%	F: 6%	G: 3	H: -3%	I: -1%
O=S(=O)(c1ccc(OC(F)(F)F)cc1)N1CCCC(c2ccccc2)C1 (centres undefined)
  A: 18	B: -34*	C: -5	D: -11	E: 0.0%	F: 1%	G: 11	H: -2%	I: -1%
Cc1ccccc1CC(=O)N1CCCC1
  A: 4	B: 13	C: -12	D: 14	E: 0.4%	F: 4%	G: -17	H: -3%	I: 0%
Cc1ccc(S(=O)(=O)N2CCC(C(=O)N[C@H](C(=O)NCC3CCCO3)C(C)C)CC2)cc1 (some centres undefined)
  A: 1	B: 2	C: -7	D: 10	E: -0.3%	F: 1%	G: -3	H: -6%	I: 4%
Cc1ccccc1CSc1nnc(CCCCCNC(=O)OC(C)(C)C)o1
  A: 7	B: 0	C: 1	D: 10	E: 1.1%	F: 8%	G: -1	H: -3%	I: -1%
O=C1C(Cc2c[nH]c3ccccc23)NC(=S)N1Cc1ccccc1 (centres undefined)
  A: -1	B: -14	C: -9	D: 8	E: -0.4%	F: -4%	G: -5	H: 5%	I: 2%
C=CCn1c(C)cc(C(=O)CSc2nc(N)cc(N)n2)c1C
  A: 2	B: 1	C: -1	D: 5	E: 0.8%	F: 0%	G: -5	H: -2%	I: -1%
CN(C)CCCN(C(=O)CCc1ccccc1)c1nc2ccc(Br)cc2s1
  A: 23	B: -16	C: -2	D: -11	E: 5.2%	F: 8%	G: -3	H: -10%	I: -12%
COc1ccc(-n2c(=O)c3ccc(C(=O)NCc4ccc(C)cc4)cc3n(Cc3cccc(Cl)c3)c2=O)cc1
  A: 8	B: 16	C: -1	D: -7	E: ?	F: -7%	G: -1	H: -4%	I: -4%
O=C(CN1C(=O)c2ccccc2S1(=O)=O)NC1CCCCCC1
  A: -1	B: 0	C: -1	D: -7	E: 0.0%	F: 2%	G: -3	H: -3%	I: 0%
CC(=O)OCC(=O)NCc1ccc2c(c1)OCO2
  A: 0	B: 0	C: -3	D: 4	E: 1.7%	F: 0%	G: -3	H: 1%	I: -2%
CCOc1ccc(-c2nnc(-c3ccncc3)o2)cc1OCC
  A: 1	B: 12	C: 3	D: 4	E: 3.0%	F: 0%	G: 3	H: -1%	I: -1%
O=C(NCc1ccco1)C1CCCCN1S(=O)(=O)c1ccc(F)cc1 (centres undefined)
  A: 0	B: -39*	C: -1	D: 9	E: -1.6%	F: -2%	G: -6	H: -5%	I: -6%
Cc1cc(C)n2nc(-c3ccc(F)cc3)nc2n1
  A: 1	B: 23	C: -5	D: .	E: 7.2%	F: 0%	G: 0	H: 2%	I: 1%
CCN1CCN(c2nc3c(C)cccn3c(=O)c2/C=C(\C#N)C(=O)NC)CC1
  A: 2	B: -10	C: 0	D: -10	E: ?	F: -6%	G: -8	H: -4%	I: 1%
COC(=O)c1ccc(NC(=O)Cn2c([N+](=O)[O-])cnc2C)cc1
  A: 3	B: 0	C: -6	D: -6	E: 0.7%	F: 0%	G: -5	H: -5%	I: 2%
O=c1c2c3c(sc2nnn1CCCCOc1ccc(Cl)cc1)CCCC3
  A: 1	B: -2	C: 3	D: -3	E: 0.3%	F: .	G: -3	H: .	I: .
COc1ccc(NC(=S)N(CCc2ccc(OC)c(OC)c2)Cc2ccccn2)cc1
  A: 2	B: -6	C: -5	D: 0	E: -1.0%	F: 6%	G: 1	H: 3%	I: 4%
COc1ccc(OC)c(CNS(=O)(=O)c2c(C(=O)N3CCCCCC3)c(C)n(C)c2C)c1
  A: 3	B: 7	C: -5	D: 2	E: 4.7%	F: 2%	G: -4	H: -4%	I: -1%
Cc1cccc(C(=O)Nc2cccc(OCc3cc(=O)n4cc(C)sc4n3)c2)c1
  A: 0	B: -12	C: -1	D: -4	E: 7.3%	F: 0%	G: -2	H: 0%	I: 4%

Compounds above that contain a cyano group:
Short forms – A = D1 agonist; B = D1 antag; C = LDHA inh; D = D2 potentiator; E = RXFP1 ag; F = Vif-A3F inh; G = D1 PAM; H = Glioma ERSR ind; I = Vif-A3G inh
COc1ccc(-c2nc3ccccc3s2)cc1NC(=O)c1ccc(C#N)cc1F
  A: -1	B: -3	C: -11	D: 20	E: 4.9%	F: 4%	G: 3	H: ?	I: -1%
CCN1CCN(c2nc3c(C)cccn3c(=O)c2/C=C(\C#N)C(=O)NC)CC1
  A: 2	B: -10	C: 0	D: -10	E: ?	F: -6%	G: -8	H: -4%	I: 1%

Ordered by the number under Glioma ERSR ind (ascending): 5 of the compounds above
smiles | D1 agonist | D1 antag | LDHA inh | D2 potentiator | D1 PAM | Glioma ERSR ind
COc1ccc(OC)c(CNS(=O)(=O)c2c(C(=O)N3CCCCCC3)c(C)n(C)c2C)c1 | 3 | 7 | -5 | 2 | -4 | -4%
O=C(CN1C(=O)c2ccccc2S1(=O)=O)NC1CCCCCC1 | -1 | 0 | -1 | -7 | -3 | -3%
CCOc1ccc(-c2nnc(-c3ccncc3)o2)cc1OCC | 1 | 12 | 3 | 4 | 3 | -1%
Cc1cccc(C(=O)Nc2cccc(OCc3cc(=O)n4cc(C)sc4n3)c2)c1 | 0 | -12 | -1 | -4 | -2 | 0%
COc1ccc(NC(=S)N(CCc2ccc(OC)c(OC)c2)Cc2ccccn2)cc1 | 2 | -6 | -5 | 0 | 1 | 3%

This is a subset; count on the stated rates, not on these rows.
